Screening results deposited in PubChem by Broad Institute.
ERp5 inh: inhibitors of human ERp5. AID 651711. ERp5 insulin aggregation, absorbance 650 nm, 90 min. Q15084. inhibition, % at 9.99 µM. actives 0.05% (n = 350,000);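 active means mean replicate inhibition above about 25%, with every replicate also reaching it, limit read from the data, passing the limit was not always enough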
Target sequence (Q15084 whole entry, looked up): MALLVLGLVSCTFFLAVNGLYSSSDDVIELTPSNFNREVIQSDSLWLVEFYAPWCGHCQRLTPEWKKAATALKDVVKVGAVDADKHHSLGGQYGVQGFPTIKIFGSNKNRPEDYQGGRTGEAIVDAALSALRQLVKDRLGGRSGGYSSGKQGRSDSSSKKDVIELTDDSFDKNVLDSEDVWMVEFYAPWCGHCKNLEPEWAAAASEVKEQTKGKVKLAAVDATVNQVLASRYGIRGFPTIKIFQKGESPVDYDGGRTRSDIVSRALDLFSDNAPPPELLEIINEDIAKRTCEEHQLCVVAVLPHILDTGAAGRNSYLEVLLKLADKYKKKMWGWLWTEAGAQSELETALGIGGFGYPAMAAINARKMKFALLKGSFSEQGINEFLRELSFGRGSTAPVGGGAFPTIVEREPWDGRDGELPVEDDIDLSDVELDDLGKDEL
RAD54 inh: RAD54 (human) branch migration inhibition; RAD54 Holliday junction branch migration, FAM/BHQ fluorescence; inhibition, % at 10.4 µM; actives 0.14% (n = 360,000);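 active means mean normalized replicate activity at least 40 and at least half of replicates scoring 40 or more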;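 further: 0% = median of neutral control wells and 100% = median of positive control wells; inhibitors cause a drop in the FAM fluorescence signal; in these data hits start at about 50%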
CASP6 VEID inh: inhibitors of human caspase-6 | purified caspase-6, Z-VEID-R110 cleavage fluorescence | inhibition, % at 12.5 µM | actives 0.53% (n = 350,000) | AID 686996;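 active means mean inhibition across replicates at least about 35%, with every replicate also reaching that limit, limit read from the data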;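 further: 0% = median of neutral control wells and 100% = no fluorescence left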
RAD52 inh: inhibitors of human RAD52 DNA annealing. recombinant RAD52 DNA annealing, FRET fluorescence. inhibition, % at 18.7 µM. actives 0.46% (n = 360,000). AID 651710;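 active means every replicate showing at least 50% inhibition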
Target sequence (P43351 whole entry, looked up): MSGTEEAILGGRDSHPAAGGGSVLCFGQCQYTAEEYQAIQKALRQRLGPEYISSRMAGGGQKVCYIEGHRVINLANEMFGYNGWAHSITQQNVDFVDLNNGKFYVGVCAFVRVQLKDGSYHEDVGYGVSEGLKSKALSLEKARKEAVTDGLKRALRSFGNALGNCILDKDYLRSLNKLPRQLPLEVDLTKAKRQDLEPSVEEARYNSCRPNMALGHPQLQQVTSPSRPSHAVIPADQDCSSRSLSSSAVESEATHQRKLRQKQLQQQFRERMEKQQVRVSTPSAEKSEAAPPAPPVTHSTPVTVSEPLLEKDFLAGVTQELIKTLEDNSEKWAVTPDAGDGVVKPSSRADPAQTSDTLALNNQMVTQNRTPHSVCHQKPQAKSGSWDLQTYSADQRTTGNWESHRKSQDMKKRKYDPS
E-sel inducer: induces E-selectin expression in human endothelial cells. actives 0.37% (n = 260,000). AID 686992. HUVEC E-selectin immunofluorescence imaging; normalized: neutral wells 0, TNF-alpha wells 100. P16581. activation, % at 7.58 µM;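 active means mean E-selectin-positive cell signal at least 10% of the positive control, reached in at least 60% of replicates, without over 20% cell loss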;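 further: in these data hits start at about 27%; measured in HUVEC primary endothelial cells; signal is the percent of cells scored E-selectin positive by PE staining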
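Read-out: % PE-positive cells | Test system: HUVEC | Doses: One compound dose added by pin transfer | Buffer or medium: EGM-2 over gelatin coat | Signal: Immunofluorescence imaging | Benchmarks: TNF-alpha, DMSO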
PglD DTNB: blocks C. jejuni PglD acetyltransferase activity. inhibition, % at 12.5 µM. purified PglD enzyme, DTNB colorimetric CoA detection. actives 0.098% (n = 360,000). AID 602405; in the data active means inhibition above about 16%, passing the limit was not always enough; further: strong numbers were not always called active
ARNT-TACC3 inh: disruptors of human ARNT/TACC3 interaction | inhibition, % at 9.99 µM | actives 0.66% (n = 390,000) | Q9Y6A5 | AlphaScreen His-ARNT PAS-B/GST-TACC3 binding, luminescence; TACC3 fragment carries E629A point mutation;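 active means mean inhibition of replicates at least 50% and at least half of replicates each reaching 50%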;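 further: 0% = complete ARNT plus TACC3 wells and 100% = ARNT alone without TACC3; many hits fall short of the cut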
esBAF inh: SWI/SNF esBAF complex inhibition. AID 602393. reporter increase, % at 12.5 µM. actives 2% (n = 350,000). mouse ES cells, Bmi1-luciferase knock-in reporter, 24 h; 100% = twice the neutral-well signal; in the data active means activation above about 40%;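 further: 0% = median of the plate's neutral control wells and 100% = double that signal; a rise in the Bmi1 reporter signal indicates esBAF inhibition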
* marks the source's active call; other numbers are inactive results; i = inactive; x = no result given; & = joins results of further samples.

entry	SMILES	ERp5 inh	RAD54 inh	CASP6 VEID inh	RAD52 inh
1	Cc1ccc(N(CC(=O)N2CCCCCC2)S(C)(=O)=O)cc1Cl	0.3	0.9	-0.6	-7.0
2	CCN1C(=O)[C@H]2[C@@H](c3ccc(C)cc3)N[C@]3(CCCN(CC4CCCCC4)C3=O)[C@H]2C1=O	2.6	-5.0	5.5	-8.4
3	O=C(c1ccccc1)C1CCN(C(=O)Nc2ccccc2)CC1	3.5	3.7	1.7	-12.4
4	CCCCCCCCN1C(=O)C(O)=C(C(C)=O)C1c1ccccn1 (centres undefined)	x	-10.8	x	x
5	Cc1cccc(NC(=S)Nc2ccc3cn[nH]c3c2)c1	2.4	x	4.1	-1.5
6	COc1ccc(COC(=O)CCc2c[nH]c3ccccc23)cc1F	-0.9	-13.0	-1.2	-8.5
7	CC1=C(C(N)=O)C(c2ccc(Br)cc2)n2ncnc2N1 (centres undefined)	-2.9	-5.5	-3.7	-2.8
8	NS(=O)(=O)c1ccc(CCNC(=O)CN2C(=O)COc3ccc(S(=O)(=O)N4CCCC4)cc32)cc1	4.3	-20.0	1.2	-8.8
9	Cc1ccc(N2C(=O)CC(c3ccsc3)C3=C2CC(C)(C)CC3=O)cc1 (centres undefined)	x	-1.5	x	x
10	CNc1c(NC(=O)C2CCC(C)CC2)c(=O)oc2ccccc12 (centres undefined)	-1.1	-8.3	-4.9	-7.4

entry	E-sel inducer	PglD DTNB	ARNT-TACC3 inh	esBAF inh
1	0.0	-7.8	0.5	6.8
2	-0.1	1.6	x	1.1
3	-0.1	-3.4	-2.9	12.8
4	x	-1.4	-3.6	0.4
5	x	x	1.6	x
6	0.4	2.3	-8.6	x
7	-0.2	3.4	-5.0	-7.5
8	x	7.7	x	-9.9
9	x	9.7	-1.1	9.0
10	x	1.0	x	4.2

The listing continues:
entry	SMILES	ERp5 inh	RAD54 inh	CASP6 VEID inh	RAD52 inh
11	CO[C@@H]1CN(C)C(=O)c2ccc(NC(=O)c3ccno3)cc2OC[C@H](C)NC[C@@H]1C	0.5	-9.5	16.6	i
12	CCCNC(=O)C1(C)CCCN(C(=O)C(c2ccccc2)c2ccccc2)C1 (centres undefined)	1.0	0.5	0.9	-10.4
13	C[C@@H]1CCCCO[C@H](CN(C)Cc2ccc3c(c2)OCO3)[C@@H](C)CN([C@H](C)CO)C(=O)c2cc(NC(=O)Nc3ccccc3)ccc2O1	-3.3	4.9	3.3	26.4
14	Cc1ccc(N2CCN(S(=O)(=O)c3ccc4c(c3)oc(=O)n4C)CC2C)cc1 (centres undefined)	3.4	-0.6	0.7	-10.4
15	O=C(N/N=C/c1ccccn1)c1ccc(N/N=C/c2ccccn2)cc1	-2.5	x	-2.5	-6.0
16	O=C(Nc1cccc(C(=O)O)c1)/C(=C\c1ccccc1Cl)NC(=O)c1ccco1	2.9	-9.0	9.7	-6.8
17	O=C(NCc1ccc2c(c1)OCO2)Nc1ccc2nsnc2c1	-5.0	x	0.5	-11.3
18	COc1ccccc1NC(=O)N[C@@H]1CC[C@H](CCNS(=O)(=O)c2ccc(Cl)cc2)O[C@@H]1CO	-1.5	-3.0	-1.4	-3.3
19	CC(=O)c1ccc(NC(=O)c2ccc(-n3cncn3)c([N+](=O)[O-])c2)cc1	-1.6	-0.1	-0.4	-2.6
20	CCN(CC(=O)NCc1ccc(F)cc1)C(=O)Cc1ccc(OC)cc1	5.3	10.9	-1.6	-18.0

entry	E-sel inducer	PglD DTNB	ARNT-TACC3 inh	esBAF inh
11	-0.1	-0.3	-2.4	-0.2
12	-0.3	5.8	x	1.4
13	0.3	0.2	0.8	-1.6
14	x	-2.3	-7.5	-0.9
15	x	x	-13.6	x
16	0.3	-1.2	x	8.9
17	x	x	2.2	x
18	0.1	-0.9	-7.7	11.4
19	x	6.8	1.1	x
20	x	-2.7	5.3	-2.9

Carrying on:
entry	SMILES	ERp5 inh	RAD54 inh	CASP6 VEID inh	RAD52 inh
21	COc1ccc(S(=O)(=O)N2CCCCCC2)cc1C(=O)N(C)CC(=O)Nc1ccc(Cl)c(Cl)c1	0.7	x	3.1	-3.2
22	N#C[C@@H]1[C@H](c2ccc(C#CC3CCCCC3)cc2)[C@H](CO)N1S(=O)(=O)c1ccccc1	1.7	-3.4	-1.6	-36.4
23	CCOCc1c(C(=O)OCC(=O)Nc2ccccc2C(N)=O)oc2ccccc12	-0.9	1.2	1.7	-5.5
24	CO[C@@H]1CN(C)C(=O)c2cc(NC(=O)C3CCC3)ccc2OC[C@H](C)N(CC2CCCCC2)C[C@H]1C	2.1	1.3	-3.3	-8.3
25	COc1cc(OC)c(NC(=O)CCc2nc(-c3cccs3)no2)cc1Cl	x	8.4	x	x
26	CN1C(=O)Cc2cc(S(=O)(=O)Nc3ccc(Cl)cc3)ccc21	5.0	5.3	5.5	-17.1
27	CCOc1ccc2nc(NC(NC(=O)CC)(C(=O)OC)C(F)(F)F)sc2c1 (centres undefined)	x	-3.8	x	x
28	O=C1CC(=O)N(CCNc2ncc(C(F)(F)F)cc2Cl)C(=O)N1	x	-6.4	x	x
29	COc1cccc(C(=O)NN2c3ccccc3CCc3ccccc32)c1	-1.9	10.9	-0.1	-15.3
30	CN1CCN(CCCNC(=O)c2ccc3c(Cl)c4c(nc3c2)CCCC4)CC1	-4.4	7.4	-55.2	6.7

entry	E-sel inducer	PglD DTNB	ARNT-TACC3 inh	esBAF inh
21	2.7	x	2.9	x
22	-0.6	-0.8	-9.5	-1.8
23	9.0	-0.7	-43.4	-3.4
24	-0.3	3.0	-4.0	2.6
25	x	1.2	0.3	-3.3
26	x	-1.7	-0.6	-0.3
27	x	1.9	-9.9	2.8
28	x	3.3	-3.0	-10.0
29	x	4.0	17.5	x
30	x	7.1	3.4	8.0

Additional entries.
entry	SMILES	ERp5 inh	RAD54 inh	CASP6 VEID inh	RAD52 inh
31	CCOCCCNC(=O)c1ccccc1SCC	x	2.0	x	x
32	COc1ccc(CNc2ncnc3cc(OC)c(OC)cc23)cc1OC	0.7	x	-1.4	0.3
33	O=C(Cn1cnc2ccccc2c1=O)N1CCN(c2ccccc2)CC1	x	-15.9	x	x
34	C[C@H]1CN([C@@H](C)CO)C(=O)c2cccc(NC(=O)C3CC3)c2O[C@@H]1CN(C)Cc1ccc(Oc2ccccc2)cc1	-7.1	-6.0	2.2	13.0
35	CNC[C@H]1Oc2ccc(N)cc2CC(=O)N([C@@H](C)CO)C[C@H]1C	1.2	x	1.7	23.8
36	C/C(=N/NC(=O)c1cc(O)c(O)c(O)c1)c1ccc([N+](=O)[O-])cc1	0.2	x	74.3*	14.1
37	COC(=O)c1ccc(NC(=O)Nc2ccc(F)cc2F)cc1	-3.6	7.6	-1.3	1.5
38	Cn1c(CN(O)S(=O)(=O)c2ccc(Cl)cc2)nnc1C(F)(F)F	-0.7	2.1	1.3	-10.5
39	COc1ccc2c(c1)-c1nc(NC(=O)c3ccco3)sc1CC2	x	11.3	x	x
40	CCCNC(=O)c1cc(C2CCCN(C(=O)C3CC3)C2)on1 (centres undefined)	-2.4	-0.8	-0.1	-7.6

entry	E-sel inducer	PglD DTNB	ARNT-TACC3 inh	esBAF inh
31	x	-3.6	-11.5	-5.7
32	x	x	2.3	x
33	-3.1	-0.9	-4.9	5.2
34	0.6	-2.1	7.1	-4.3
35	0.0	x	x	x
36	2.2	x	x	x
37	2.0	0.1	-2.5	78.5*
38	0.0	-1.1	-4.5	-6.0
39	-0.2	0.8	-19.0	x
40	0.3	3.5	x	37.0

Next part, overlapping the part above by 3 compounds.
entry	SMILES	ERp5 inh	RAD54 inh	CASP6 VEID inh	RAD52 inh
38	Cn1c(CN(O)S(=O)(=O)c2ccc(Cl)cc2)nnc1C(F)(F)F	-0.7	2.1	1.3	-10.5
39	COc1ccc2c(c1)-c1nc(NC(=O)c3ccco3)sc1CC2	x	11.3	x	x
40	CCCNC(=O)c1cc(C2CCCN(C(=O)C3CC3)C2)on1 (centres undefined)	-2.4	-0.8	-0.1	-7.6
41	O=C(C1=C[C@H](c2ccc(C(F)(F)F)cc2)C[C@H](OCc2ccc(CO)cc2)O1)N1CCOCC1	-4.6&-2.6	-6.8&-0.9	-0.6&1.0	-20.0&-18.7
42	CCC(=O)N1C[C@H](C)[C@@H](OC)CN(C)C(=O)c2ccc(NC(=O)c3ccc(F)cc3)cc2OC[C@H]1C	-0.8	-7.8	-0.2	-4.4
43	O=C(OCC(=O)N1CCOCC1)c1ccccc1SCC(=O)N1CCCC1	x	-2.6	x	x
44	O=C(O)C1(Nc2ccc([N+](=O)[O-])cc2[N+](=O)[O-])CCCC1	-0.1	x	-2.6	-4.6
45	CCOC(=O)c1sc(-c2ccccn2)nc1C	1.5	x	0.5	-3.2
46	COC(=O)c1cc(NS(=O)(=O)c2ccc(NC(C)=O)cc2)ccc1Cl	-0.9	-2.5	-0.7	-11.0
47	C[C@H]1CN([C@@H](C)CO)C(=O)Cc2cc(NC(=O)C3CCCCC3)ccc2O[C@@H]1CN(C)S(=O)(=O)c1cn(C)cn1	-0.8	-6.0	3.7	4.5
48	O=c1c(Cc2ccc(F)cc2)c(O)ccn1Cc1ccco1	1.5	x	-1.5	-9.6
49	CC(=O)c1c(N2CCCCC2)nc(=O)n(-c2ccccc2)c1C	x	9.5	x	x
50	Cc1ccc(C(C)C)c(OCc2ccc(C(=O)N/N=C/c3ccc(O)cc3O)cc2)c1	8.8	x	11.9	-28.3

entry	E-sel inducer	PglD DTNB	ARNT-TACC3 inh	esBAF inh
38	0.0	-1.1	-4.5	-6.0
39	-0.2	0.8	-19.0	x
40	0.3	3.5	x	37.0
41	-0.1	-1.8&0.2	1.4&-5.0	3.3
42	-0.2	-1.7	-4.0	2.3
43	x	5.4	0.1	2.6
44	-0.2	x	0.9	x
45	5.1	x	-15.8	x
46	-0.3	-2.3	-7.0	1.4
47	-0.1	-2.5	-2.4	3.0
48	0.4	x	1.2	x
49	x	1.6	-9.2	-8.8
50	x	x	-4.3	x

Further results:
entry	SMILES	ERp5 inh	RAD54 inh	CASP6 VEID inh	RAD52 inh
51	C[C@@H]1CN([C@H](C)CO)C(=O)c2cc(Br)cnc2O[C@H]1CN(C)C(=O)C1CCOCC1	0.9	2.1	-0.8	-3.8
52	CC(C)(C)C(=O)Nc1ccccc1C(=O)Nc1cc(Cl)ccc1Cl	x	-9.9	x	x
53	COc1ccccc1N1CCN(C(=O)C2CCN(C(=O)c3ccc(C(C)(C)C)cc3)CC2)CC1	-2.9	-7.4	3.2	0.9
54	CN(CC(=O)NCC1CCCCC1)S(=O)(=O)c1ccc(F)cc1	-3.1	-8.1	0.9	-15.6
55	CCOC(=O)c1c(NC(=O)CCc2ccc(CC)o2)sc(C)c1C	-0.1	-5.2	3.3	-6.6
56	NC(=O)NC(=O)COC(=O)c1cccc(S(=O)(=O)N2CCCCCC2)c1	4.4	x	3.8	-0.7
57	Cc1nc2cc(-c3ccccc3)nn2c(N)c1-c1ccccc1	3.5	-7.0	-3.1	-0.8
58	CCN(CC)CCNC(=S)N1CCn2c(nc3ccccc32)C1	-1.6	5.9	-2.2	-12.0
59	O=C1CSC(c2ccc(F)cc2)N1c1ccccc1F (centres undefined)	1.7	1.5	-0.8	-9.6

entry	E-sel inducer	PglD DTNB	ARNT-TACC3 inh	esBAF inh
51	0.0	-0.6	-5.0	-2.1
52	x	-3.7	24.0	-5.4
53	-0.1	1.3	-87.6	x
54	0.3	4.3	1.9	6.7
55	x	-4.3	-8.7	-4.2
56	0.4	x	-4.3	4.0
57	1.4	4.2	-4.5	-6.8
58	0.5	2.3	-4.4	-3.8
59	0.7	4.4	-4.2	-1.6
